Screens: PubChem BioAssay, National Center for Advancing Translational Sciences (NCATS)
ALDH1A1 block: ALDH1A1 (human) enzyme inhibition | 220,000 compounds, 7.3% hits | AID 1030 | Potency, µM (doses to about 75.3 µM), for inactives: top-dose activity, negative = inhibition, usual class: inhibitors | P00352 | Purified ALDH1A1, NADH fluorescence, propionaldehyde substrate; active means well fitted inhibition curve with a large enough effect, not every such curve was filed as active; inconclusive means small, poorly fitted or top-dose-only effect, or another doubt; inactive means no such curve, though single readings can be large or run the other way;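 further: plate controls were no enzyme wells and a reference inhibitor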
aGal spleen mod: inhibits or activates alpha-galactosidase in human spleen homogenate; 240,000 compounds, 0.008% hits; Potency, µM (titrated, usually from 80 µM), for the others: top-dose activity change, negative = inhibition, hits mostly inhibitors; AID 2107; human spleen homogenate, 4MU-alpha-Gal fluorescence, 40 min; P06280;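 further: 0% = enzyme with vehicle and -100% = no enzyme basal signal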
Target sequence (P06280 32-429 limits assumed): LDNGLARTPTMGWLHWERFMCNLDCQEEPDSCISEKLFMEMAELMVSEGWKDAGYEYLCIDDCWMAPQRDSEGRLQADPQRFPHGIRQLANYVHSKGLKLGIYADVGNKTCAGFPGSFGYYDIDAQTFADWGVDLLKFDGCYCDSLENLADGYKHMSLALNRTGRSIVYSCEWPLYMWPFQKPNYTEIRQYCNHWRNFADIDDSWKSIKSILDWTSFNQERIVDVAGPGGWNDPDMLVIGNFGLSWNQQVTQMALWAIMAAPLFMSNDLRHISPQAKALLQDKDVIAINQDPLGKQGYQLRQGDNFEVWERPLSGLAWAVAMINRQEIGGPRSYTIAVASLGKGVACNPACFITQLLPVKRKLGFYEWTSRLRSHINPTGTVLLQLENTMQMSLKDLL
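Inhibition or activation of alpha-galactosidase in human spleen homogenate is scored by 4-MU fluorescence after 40 min at 37C, pH 5.0, with 1 mM substrate. AC50s come from concentration-response fitted to the Hill equation.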
GAA inhib: alpha-glucosidase (human) inhibition; 200,000 compounds, 0.005% hits; Potency, µM (highest dose often 76.9 µM), without a hit: at the highest dose activity change, negative = inhibition, usual class: inhibitors; purified human GAA, 4-MU-alpha-glucoside fluorescence;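 further: plate controls were uninhibited enzyme wells for no effect and no-enzyme background for full effect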
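Read-out is 4-methylumbelliferone fluorescence (Ex 365/Em 440 nm) after NaOH/glycine stop at pH 10. Enzyme 4 nM, substrate 400 uM, pH 5.0 citrate buffer, 20 min room temperature; AC50 from Hill-equation concentration-response.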
RGS12 GoLoco inh: blocks human Gai1 binding to RGS12 GoLoco peptide, red readout; P63096; Gai1:RGS12 GoLoco peptide FP, rhodamine, 10 min; Potency, µM (highest dose often 61.6 µM), for inactives: top-dose activity, negative = inhibition, most hits filed as inhibitors; 230,000 compounds, 0.44% hits; AID 880; active means well fitted inhibition curve with a large enough effect, not every such curve was filed as active; inactive means no such curve, though single readings can be large or run the other way; further: on the % scale 0 is the no-effect control and ±100 the full control effect; nearly all actives have a fitted effect of over 30% in size; many of its hits are not listed in these tables
Target sequence (P63096 whole entry, looked up): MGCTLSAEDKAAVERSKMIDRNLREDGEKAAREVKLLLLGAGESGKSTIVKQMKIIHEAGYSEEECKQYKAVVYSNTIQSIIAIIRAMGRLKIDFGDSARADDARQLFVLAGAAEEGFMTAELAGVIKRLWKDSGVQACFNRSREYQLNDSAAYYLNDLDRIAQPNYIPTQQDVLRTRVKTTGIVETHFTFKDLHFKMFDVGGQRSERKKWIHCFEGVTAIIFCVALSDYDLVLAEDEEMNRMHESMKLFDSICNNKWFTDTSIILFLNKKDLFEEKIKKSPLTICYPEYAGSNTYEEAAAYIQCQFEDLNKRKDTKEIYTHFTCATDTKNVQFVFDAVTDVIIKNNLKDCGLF
KDM4E inh: JMJD2E (human) inhibition; JMJD2E catalytic domain, FDH-coupled NADH fluorescence (FDH is formaldehyde dehydrogenase); Potency, µM (doses to about 57.1 µM), for the others: at the top dose activity change, negative = inhibition, usual class: inhibitors; 230,000 compounds, 1.6% hits; active means well fitted inhibition curve with a large enough effect, not every such curve was filed as active; inconclusive means small, poorly fitted or top-dose-only effect, or another doubt; inactive means no such curve, though single readings can be large or run the other way;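 further: 0% = wells with enzyme and -100% = buffer wells without enzyme; nearly all actives have a fitted effect of over 50% in size; many of its hits are not listed in these tables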
Target sequence (B2RXH2 1-337 limits assumed): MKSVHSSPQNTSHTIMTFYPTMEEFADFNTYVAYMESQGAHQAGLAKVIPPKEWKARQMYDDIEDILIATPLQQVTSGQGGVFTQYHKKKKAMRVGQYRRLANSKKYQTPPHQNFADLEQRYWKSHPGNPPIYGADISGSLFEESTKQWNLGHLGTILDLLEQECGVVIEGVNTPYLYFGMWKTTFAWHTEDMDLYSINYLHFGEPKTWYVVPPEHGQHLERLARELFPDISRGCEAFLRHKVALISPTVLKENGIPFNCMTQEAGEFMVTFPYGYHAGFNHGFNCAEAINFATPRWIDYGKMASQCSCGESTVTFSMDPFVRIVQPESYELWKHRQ
GAA glycogen: GAA glycogen-cleavage inhibition or activation; AID 2100; recombinant GAA, glycogen substrate, Amplex Red glucose oxidase fluorescence; Potency, µM (highest dose often 76.4 µM), inactives show at the top dose activity change, negative = inhibition, actives largely listed as inhibitors; 300,000 compounds, 0.38% hits; P10253;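 further: 0% = full enzyme reaction and -100% = no-enzyme basal signal; the screen sought inhibitors and activators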
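qHTS, 1536-well; enzyme 4 nM final; cpd up to 77 uM; substrate bovine liver glycogen 30 ug; 50 mM citrate/phosphate pH 5.0, 0.01% Tween-20; 37 C, 40 min; Amplex Red detection 45 min RT; Hill fit → AC50.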
GAA spleen mod: inhibits or activates alpha-glucosidase in human spleen homogenate; P10253; human spleen homogenate, 4-MU-alpha-glucoside fluorescence; Potency, µM (titrated, usually from 79.9 µM), for the others: at the top dose activity change, negative = inhibition, most hits filed as inhibitors; 240,000 compounds, 0.006% hits; AID 2112;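 further: 0% = enzyme with vehicle and -100% = no enzyme basal signal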
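Human spleen homogenate (1 ug) with 4-methylumbelliferyl-alpha-D-glucopyranoside (1 mM final) in 50 mM citrate/phosphate pH 5.0, 0.01% Tween-20; 40 min at 37 C. Stopped at pH 10; 4-MU fluorescence Ex 365/Em 440 nm; AC50 by Hill fit.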
SMN2 splice up: enhancers of SMN2 splice variant expression. HEK293 SMN2-luciferase splicing reporter, luminescence, 30-36 h. Potency, µM (highest dose often 46.1 µM), for the others: top-dose activity change, positive = activation, most hits filed as activators. 210,000 compounds, 2.8% hits. AID 1458; further: % of control where 0% means no effect; nearly all actives have a fitted effect of over 55% in size
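HEK293 cells carry an SMN2 minigene-luciferase reporter in which exon 7 inclusion puts luciferase in frame. Cells were seeded at 2000 cells/well, attached for 10-12 hours, then exposed to compounds for 30-36 hours at 37C before ONE-Glo luminescence.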
* = called active by the depositor; ? = inconclusive; / = not tested or not shown; & = joins results of further samples; [ ] = dose if it differs, or a comment. Unless noted, the call rests on the fitted dose curve; in most records, active means well fitted curve in the direction sought with a large enough effect; inconclusive means small, poorly fitted or top-dose-only effect, or another doubt; inactive means no such curve, though single readings can be large; an effect the other way counts as inactive or inconclusive. Potency means the concentration at half of the fitted maximal effect. Some of the compounds tested, so the mix of outcomes need not match the whole.

The line under a structure holds: GAA inhib | aGal spleen mod | RGS12 GoLoco inh | GAA glycogen | SMN2 splice up | KDM4E inh | ALDH1A1 block | GAA spleen mod
#1 Oc1ccc2c3c1O[C@H]1c4[nH]c5ccccc5c4C[C@@]4(O)C(C2)N(CC2CC2)CCC314 (stereo not given in full)
    / | -4%&17% | 8%&5% | / | -43%&2% | -1% | -6%&0% | 6%&4%
#2 O=c1[nH]c(=O)n(Cc2ccccc2)c(O)c1C=NCCCO
    ? | 2% | 1% | 6% | 2% | -2% | -4% | -3%
#3 CCCCn1c(N)c(N(CCOC)C(=O)CN2CC=C(c3ccccc3)CC2)c(=O)[nH]c1=O
    -8% | -2% | 5% | 5% | 17% | ? | -2% | 5%
#4 Cc1onc(-c2ccccc2)c1C(=O)NC1C(=O)N2C(C(=O)O)C(C)(C)S[C@@H]12 (stereo not given in full)
    / | -2% | 3% | / | 6% | -4% | -11% | 1%
#5 C=CCN1C[C@@H](C)N([C@H](c2ccc(C(=O)N(CC)CC)cc2)c2cccc(OC)c2)C[C@@H]1C
    / | 10% | 7% | / | -7% | 2% | -6% | 1%
#6 O=C(c1ccco1)c1cn(Cc2ccccc2)c2ccccc12
    ? | -7% | 11% | -20% | -7% | ? | ? | -4%
#7 CCCCNC(=O)/C(C#N)=c1\s/c(=C\c2ccccc2OC(F)F)c(=O)n1CCCOC
    -11% | -7% | 11% | 6% | 9% | -9% | ? | -9%
#8 COc1ccccc1OCCNC(=O)c1cc(=O)[nH]c2ccccc12
    / | -6% | 8% | 3% | / | ? | / | 7%
#9 CCCCS(=O)(=O)N1CCN(C(=N)N[N+](=O)[O-])CC1
    -9% | -5% | 1% | 4% | -20% | 2% | 7% | 3%
#10 Cc1cccc(CSc2nc3c(cc2C#N)CN(C)CC3)c1
    -7% | -1% | 2% | -4% | 7% | ? | ? | -2%
#11 CCOc1cccc(C2NCc3ccccc3-n3cccc32)c1O (stereo not given)
    -6% | -5% | 4% | -12% | -13% | -8% | -10% | 0%
#12 CC(=O)OC1N=C(c2ccccc2Cl)c2cc(Br)ccc2NC1=O (stereo not given)
    / | 1% | 4% | 0% | / | 1% | / | -6%
#13 CCc1ccc(OCCCN=C(C)c2c(O)n(C)c(=O)n(C)c2=O)cc1
    -2% | 0% | 2% | -4% | -35%[inhibitor] | 9% | 2% | -2%
#14 CN1CCN(CC(=O)Nc2ccc(Cl)cc2C(=O)c2ccccc2)CC1
    -2% | -2% | -20% | -24% | ? | 6% | -2% | -4%
#15 COC(=O)C1=C(C)N(C)C(=O)NC1c1cc(Cl)c(O)c(OC)c1 (stereo not given)
    ? | 2% | -4% | ? | 4% | -2% | 2% | -26%
#16 Cc1nc2cc(C(F)(F)F)ccc2n1C1CCN(Cc2nnnn2Cc2cccs2)CC1
    -2% | 5% | 1% | -4% | 0% | 0% | ? | -9%
#17 CCCCN(CC)c1c([N+](=O)[O-])cc(C(F)(F)F)cc1[N+](=O)[O-]
    / | -3% | -2% | / | 1% | 1% | 0% | -5%
#18 NCC[C@H](O)C(=O)N[C@H]1C[C@@H](N)[C@@H](O[C@H]2O[C@@H](CN)[C@@H](O)[C@@H](O)[C@@H]2N)[C@@H](O[C@H]2O[C@@H](CO)[C@@H](O)[C@@H]2O)[C@@H]1O
    / | -3%[29.1 µM] | 2%[21.6 µM] | / | 4%[20.6 µM] | 8%[25.5 µM] | 6%[20.9 µM] | 0%[29.1 µM]
#19 Cc1ccc(Cn2cc(C=O)c(-c3ccc(C)cc3)n2)cc1
    -3% | -6% | 8% | -8% | ? | -5% | -6% | -5%
#20 C=CCN1C(=O)NC(=O)/C(=C/c2ccc(OC)c(COc3ccc(NC(C)=O)cc3)c2)C1=O
    2%[15.4 µM] | 3% | 4% | -3% | / | -25% | ? | -4%
#21 CNC(=O)Oc1cccc(-c2cn3cc(Cl)ccc3n2)c1
    -8% | -1% | 13% | 4% | ? | ? | ? | 6%
#22 C=CCn1c(O)c(/C=C2\C=Nc3ccccc32)c(=O)[nH]c1=O
    -7% | 10% | 19% | -1% | / | -8% | ? | -8%
#23 COc1cccc(OCC(=O)N2CCN(C)CC2)c1
    ? | 3% | -2% | -8% | -2% | -6% | -1% | -6%
#24 Cc1[nH]c(=S)c(C#N)c2c1CCCC2
    6% | 0% | -7% | ? | -16% | 14% | ? | 5%
#25 Nc1ncc(P(=S)(N2CCOCC2)N2CCOCC2)s1
    ? | -7% | 5% | 6% | 2% | 0% | 7% | -6%
#26 NS(=O)(=O)c1ccc(N2CCNCC2)cc1
    3% | 6% | 16% | 8% | 0% | 4% | ? | 1%
#27 Cc1ccc(/C=C2\C(=O)NC(=O)N(CCc3ccc(F)cc3)C2=O)o1
    5% | 2% | 201%[activator] | 0% | 10% | -25% | 5µM* | -1%
#28 Cc1ccsc1C(=O)C1CCCN(CCO)C1 (stereo not given)
    -10% | 0% | 8% | 11% | / | -8% | ? | 3%
#29 O=C1NC(=O)C(=Cc2ccc(N3CCN(C(=O)c4ccccc4)CC3)c([N+](=O)[O-])c2)C(=O)N1
    7% | 10% | -25% | -6% | / | 22µM* | 11µM* | 11%
#30 COc1ccc(CNC(=O)/C=C\c2ccc3[nH]cc(CCN(C)C)c3c2)cc1
    / | 1% | 1% | / | / | ? | -2% | 2%
#31 Cc1sc2ncn(CC(=O)N3CCC4(CC3)OCCO4)c(=O)c2c1C
    -5% | 8% | 3% | 0% | 17% | 4% | -7% | 0%
#32 Nc1nc(N)c2nc(CNc3ccc(C(=O)NC(CCC(=O)O)C(=O)O)cc3)cnc2n1 (stereo not given)
    / | 28%&11% | 7%&5% | / | -61%&3%[inhibitor] | ? | ? | 5%&-14%
#33 O=c1[nH]c(=O)n(CCC2=CCCCC2)c(O)c1/C=N/N1CCOCC1
    / | 2% | 5% | -19% | / | -5% | / | -4%
#34 CP(=O)(Nc1ccccc1)C(Cl)(Cl)Cl (stereo not given)
    -8% | 5% | 5% | 0% | 13% | -4% | 2% | 1%
#35 Clc1ccc2nc3c(c(-c4ccccc4)c2c1)CNCC3
    5% | 9% | -1% | -2% | -11% | -23% | 11% | 3%
#36 CCOc1ccc(N2C(=O)/C(=C\c3cccs3)C(=O)NC2=S)cc1
    -4% | 4% | 62%[activator] | 0% | 4% | -4% | 18µM* | 11%
#37 N#Cc1cc2c(nc1SCC(=O)Nc1ccc(Cl)cc1)C1CCN2CC1
    ? | 4% | 3% | -4% | -20% | ? | 3% | 1%
#38 CCOc1ccc(N2C(=O)NC(=O)/C(=C\c3ccccc3[N+](=O)[O-])C2=O)cc1
    / | 4% | -6% | 0% | / | -28% | / | 4%
#39 CC(C)(C)CC(=O)Nc1nnc(SCC(=O)NCc2cccs2)s1
    -22% | 1% | 5% | 0% | / | 1% | 18µM* | 1%
#40 COc1ccc(-c2nn(CCC#N)cc2C(=O)NCc2ccccc2)cc1
    / | 11% | 2% | 4% | / | -1% | / | 0%
#41 O=C(O)COc1ccccc1/C=C1\C(=O)NC(=O)N(CCC2=CCCCC2)C1=O
    / | -5% | 74%[activator] | 0% | / | -24% | / | -2%
#42 O=C(NCC(c1cccnc1)N1CCN(c2ccccc2F)CC1)Oc1ccccc1 (stereo not given)
    -1% | -11% | 19% | 1% | -36%[inhibitor] | 1% | ? | -8%
#43 O=C1NCCN2CCCC12 (stereo not given)
    -9% | -4% | -13% | 0% | 9% | ? | ? | -14%
#44 Cc1nnc2n1-c1ccc(Cl)cc1C(c1ccccc1)=NC2
    3%[15.4 µM] | 13%&-8% | -49%&-3% | 4% | / | 5% | 7% | 7%&-4%
#45 Cc1ccc(O)c(C(=O)c2cc(C(=O)NCc3ccccc3)c(=O)n(Cc3ccccc3)c2)c1
    0% | 0% | 6% | -2% | -10% | -3% | ? | -11%
#46 O=C(O)CCn1cc(C=C2C(=O)NC(=S)NC2=O)c(-c2cccc(Cl)c2)n1
    9% | 4% | 19% | -16% | / | ? | 3.5µM* | 0%
#47 C=CCC1(Nc2ccccc2)CC(C)N(C)CC1C (stereo not given)
    / | -3% | -1% | 7% | / | -16% | / | 12%
#48 O=C(c1cc(F)ccc1F)C1CCCN(Cc2cccc(Cl)c2)C1 (stereo not given)
    / | -1% | 2% | 4% | / | 3% | -11% | 1%
#49 CCC(=O)c1ccc(OC)c(OC)c1
    -15% | -7% | 4% | -4% | 17% | 3% | 12% | -6%
#50 COc1cc2c(cc1OC)C(C(=O)N(C)C1CCCCC1)C1CCCCN1C2=O (stereo not given)
    11% | -2% | 0% | -2% | -4% | ? | 5% | -7%
#51 COc1ccc2c(c1)c(C(=O)O)c(C)n2CC(C)C
    15% | 12% | 0% | 4% | 62% | -13% | -4% | 1%
#52 CCOC(=O)c1ncn2c1[C@@H]1CCCN1C(=O)c1cc(OC)ccc1-2
    / | -1% | 8% | / | -7% | 1% | -5% | 3%
#53 CCCCn1c(O)c(C(CC)=NCc2cc(OC)cc(OC)c2)c(=O)[nH]c1=O
    8% | 2% | -6% | -10% | -12% | -4% | -5% | 1%
#54 C=C1C(=O)O[C@H]2C[C@@H](C)[C@@H]3C=CC(=O)[C@@]3(C)C[C@H]12
    / | -8% | 3% | 4% | / | 10% | / | -12%
#55 CCN(CC)C(=O)c1ccc(NC(=O)COc2ccc([N+](=O)[O-])cc2Cl)cc1
    -2% | -3% | -12% | 9% | -10% | 8% | -14% | -3%
#56 OC(CCNCCc1c[nH]c2ccccc12)C(F)(F)Cl (stereo not given)
    5% | ? | 16% | 0% | -4% | -2% | ? | -19%
#57 O=C(c1ccccc1F)c1cn(CC(=O)N2CCCCC2)c2ccccc12
    -2% | 1% | 1% | 3% | 11% | 1% | ? | -5%
#58 CCCC[N+]12CCC(CC1)C(=C(c1ccccc1)c1ccccc1)C2
    -15% | -10% | 7.9µM* | 2% | -16% | -9% | 5% | -8%
#59 CCOP(=S)(OCC)Oc1cc(C)oc(=O)c1Cl
    4% | 1% | -18% | 6% | / | ? | 1µM* | -1%
